USP8 inh: blocks human USP8 ubiquitin-rhodamine cleavage. purified USP8, Ub-rhodamine cleavage fluorescence, 30 min. inhibition, % at 20 µM. AID 1645853. P40818. 47,000 compounds, 4.2% hits
UCHL1 inh: human UCHL1 deubiquitinase inhibition | inhibition, % at 20 µM | purified UCHL1, Ub-rhodamine cleavage fluorescence | P09936 | 47,000 compounds, 0.2% hits
Target sequence (P09936 whole entry, looked up): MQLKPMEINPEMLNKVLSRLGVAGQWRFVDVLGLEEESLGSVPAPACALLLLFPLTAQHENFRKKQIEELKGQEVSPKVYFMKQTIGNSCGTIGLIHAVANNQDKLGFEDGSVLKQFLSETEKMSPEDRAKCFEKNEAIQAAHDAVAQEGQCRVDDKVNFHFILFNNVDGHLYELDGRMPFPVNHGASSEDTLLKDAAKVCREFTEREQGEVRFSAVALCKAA
USP7 block: blocks human USP7 ubiquitin-rhodamine cleavage | purified USP7, Ub-rhodamine cleavage fluorescence | inhibition, % at 20 µM | 47,000 compounds, 0.3% hits | AID 1645854
USP17 block: human USP17-like deubiquitinase inhibition; purified USP17, Ub-rhodamine cleavage fluorescence, 3 h; inhibition, % at 50 µM; 47,000 compounds, 6.5% hits; AID 1645855
USP10 block: inhibitors of human USP10 deubiquitinase; Q14694; purified USP10, Ub-rhodamine fluorescence, 60 min; inhibition, % at 20 µM; 47,000 compounds, 1.1% hits
USP28 block: human USP28 deubiquitinase inhibition | 47,000 compounds, 3% hits | AID 1645857 | purified USP28, Ub-rhodamine cleavage fluorescence, 30 min | inhibition, % at 25 µM | Q96RU2
OTUD3 block: human OTUD3 deubiquitinase inhibition; 47,000 compounds, 0.7% hits; AID 1645858; Q5T2D3; inhibition, % at 25 µM; purified OTUD3, Ub-rhodamine fluorescence, 2 h
Target sequence (Q5T2D3 whole entry, looked up): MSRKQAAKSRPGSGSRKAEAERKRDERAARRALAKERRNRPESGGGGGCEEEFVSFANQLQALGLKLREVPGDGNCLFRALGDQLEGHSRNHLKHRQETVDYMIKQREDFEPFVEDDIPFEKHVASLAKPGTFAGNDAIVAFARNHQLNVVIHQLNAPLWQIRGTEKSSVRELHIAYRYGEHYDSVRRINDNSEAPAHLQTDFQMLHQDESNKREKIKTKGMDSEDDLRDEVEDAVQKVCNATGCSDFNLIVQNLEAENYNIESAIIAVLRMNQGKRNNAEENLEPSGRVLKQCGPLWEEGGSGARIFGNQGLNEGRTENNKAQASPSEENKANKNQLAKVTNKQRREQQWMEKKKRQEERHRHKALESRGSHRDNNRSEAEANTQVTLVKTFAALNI
USP30 block: inhibitors of human USP30 deubiquitinase. Q70CQ3. purified USP30, Ub-rhodamine cleavage fluorescence. inhibition, % at 25 µM. 47,000 compounds, 5.3% hits. AID 1645860
The depositor's hits bear a star; / = no result given. Rule as the data show it: active = inhibition above about 30%; inactive = the rest. Rows are unselected; about 13% have a hit in one of these screens.

nr | Compound | USP8 inh | UCHL1 inh | USP7 block | USP17 block | USP10 block | USP28 block | OTUD3 block | USP30 block
1 | CC[C@H]1[C@H](C)O[C@@](O)([C@@H](C)[C@H](O)[C@H](C)[C@H]2OC(=O)/C=C/C=C/[C@H](C)[C@@H]([C@@H](C)[C@@H](O)[C@H](C)[C@@]3(O)C[C@@H](O[C@H]4C[C@H](O)[C@H](O)[C@H](C)O4)[C@H](C)[C@@H](C)O3)OC(=O)/C=C/C=C/[C@@H]2C)C[C@@H]1O[C@@H]1C[C@@H](O)[C@@H](O)[C@@H](C)O1 | -8 | 0 | -25 | -18 | -7 | -5 | 0 | -59
2 | Cc1nc(Nc2nc3ccccc3s2)nc2c1CCC2 | 1 | -1 | 0 | 6 | -1 | -1 | -3 | 3
3 | Cc1ccc(CNCc2cc3c(-c4ccc(F)cc4)nn(-c4ccccc4)c3[nH]c2=O)cc1 | 45* | -45 | -19 | -35 | -5 | -32 | -25 | -165
4 | CCNC(=O)Nc1ccc(OCC(=O)N2CCC(C)CC2)nc1 | -5 | -4 | -1 | 5 | -8 | 0 | 3 | -14
5 | COc1ccc(CCn2cnc3c4ccccc4n(C)c3c2=O)cc1OC | 13 | 3 | 4 | 3 | -3 | 67* | 4 | 10
6 | CNc1nc(C2CCN(C)CC2)nc2c1CCN(C(=O)Cc1c[nH]c3ccccc13)C2 | -55 | -4 | 0 | -16 | -5 | -8 | -10 | -12
7 | Cc1ccc(S(=O)(=O)NCc2nc(C(=O)N3CCCC3)c(C)o2)cc1Cl | -3 | -1 | -1 | -5 | 1 | -5 | -4 | -12
8 | O=C(NCC1CCCO1)c1cc(=O)nc2sc(N3CCCCCC3)nn12 (stereo not given) | 6 | 2 | 4 | 9 | -1 | 6 | 5 | 8
9 | COc1ccc(CN2CC[C@H](c3nnc(-c4cncn4C)o3)C2)cc1 | 7 | -4 | -6 | -18 | -2 | -5 | -4 | -7
10 | Fc1ccc(-c2nnc(-c3ccc(-n4ccnc4)nc3)o2)cc1 | -3 | -1 | -4 | 9 | -1 | 5 | 10 | 4
11 | CCOc1ccc(CCNC(=O)Cn2c(-c3ccc(F)cc3)cc(C(C)=O)c2C)cc1OCC | 6 | 2 | 11 | 1 | 24 | -2 | 1 | -2
12 | CCc1cccc(NC(=O)N2CCC3(CC2)COCCN(Cc2ccncc2)C3)c1 | 1 | -6 | -1 | -18 | -4 | -14 | -12 | -48
13 | Cc1ccc(Cn2cc(-c3noc(-c4ccncc4)n3)nn2)cc1 | 3 | 2 | 4 | 79* | 0 | 8 | 11 | 26
14 | N#Cc1ccc(CN2CCCC3(Cc4ccccc4CNC3=O)C2)cc1 (stereo not given) | 12 | 3 | 4 | -4 | -1 | 3 | -6 | 20
15 | COc1ccc(CNC(=O)COc2ccccc2-c2nnc(-c3ccccc3)o2)cc1 | -18 | -4 | 3 | -6 | -1 | -4 | -3 | -17
16 | CC(=O)c1ccc(N2CCN(CC(=O)Nc3ccccc3)CC2)cc1 | 1 | 2 | 3 | -56 | 3 | 0 | 3 | 15
17 | Cc1ccc(-c2nc(NC(=O)c3ccc(C(F)(F)F)cc3)sc2C)cc1Cl | 5 | -4 | 1 | -10 | 4 | / | -4 | /
18 | Cc1cccc2nc(C(F)(F)F)cc(=O)n12 | 0 | -2 | 0 | -4 | 1 | -8 | -11 | 3
19 | O=C(NCc1ccco1)[C@H]1CC[C@@H]2[C@@H](CCN2Cc2nccs2)O1 | 10 | 0 | 0 | 0 | 5 | 4 | 5 | 2
20 | N#Cc1sc2ccccc2c1OCc1ccc([N+](=O)[O-])cc1 | -1 | -2 | 5 | 25 | 0 | / | 2 | /
21 | COc1ccccc1CN(C(=O)c1ccco1)C(C(=O)NC1CCCC1)c1ccc(C(C)C)cc1 (stereo not given) | 2 | 5 | 7 | 2 | 15 | 10 | 12 | 35*
22 | O=C(Nc1cnc2ccccc2c1)N1CCCCCC1 | 2 | -4 | -3 | -9 | -3 | -8 | -5 | 0
23 | CCC(C)(c1nnnn1-c1ccc(C)cc1)N(C)C (stereo not given) | -1 | -2 | 0 | -7 | 0 | -11 | -4 | -12
24 | Cc1ccccc1NS(=O)(=O)c1cc(C(=O)NCc2ccncc2)ccc1C | 8 | 0 | 0 | -13 | 4 | -14 | -8 | -13
25 | O=C(COc1ccc(-n2cnnn2)cc1)NC1CCCc2ccccc21 (stereo not given) | 0 | 0 | -4 | 15 | 0 | 2 | 0 | -20
26 | O=C(c1cccc(Br)c1)N1CCc2cc3ccccc3nc21 | 17 | 1 | 0 | 9 | -2 | 12 | 13 | 17
27 | O=C1CCCN1c1ccc(S(=O)(=O)NCC2CCCO2)cc1 (stereo not given) | 6 | 2 | 4 | 15 | 2 | 6 | 18 | 14
28 | O=C(Nc1cccc(-c2ccc(N3CCOCC3)nn2)c1)c1ccccc1Br | 10 | -1 | 2 | 41* | 1 | 7 | 12 | 39*
29 | Cc1ccc(OCC(=O)N(Cc2ccccc2)C(C)(C)C)c([N+](=O)[O-])n1 | -71 | -1 | -5 | -16 | -6 | -1 | 9 | 0
30 | Cc1ccc2c(c1)C(C[C@H]1CN(C(=O)C(C)(C)C)CC[C@H]1CC(=O)O)=NCC2 | -6 | -5 | -7 | -21 | -8 | -22 | -12 | -84
31 | CCOc1ccccc1NC(=O)C(OC(=O)c1ccc(OCC(=O)Nc2ccc(OC)cc2)c(OC)c1)c1ccccc1 (stereo not given) | 17 | -1 | 3 | 19 | -7 | -11 | 1 | -81
32 | CCN(CC)CCOC(=O)c1ccc(NC(=O)c2cn(-c3ccc(OC)cc3)c(=O)c3ccccc23)cc1 | 6 | 11 | 6 | 11 | 6 | 5 | 4 | 13
33 | Cc1oncc1C(=O)N1CCc2c(COCC3CC3)cncc2C1 | -18 | -3 | -5 | -40 | -4 | / | 1 | /
34 | COc1cccc(NC(=O)N2CCN(Cc3nnnn3-c3ccc(F)c(F)c3)CC2)c1 | -13 | -1 | 0 | -30 | -1 | -8 | -8 | -19
35 | O=C(c1ccc(F)cc1F)N1CCN(Cc2nnnn2-c2ccccc2)CC1 | 3 | -4 | -2 | -2 | -3 | 2 | 1 | 8
36 | CCn1c(CN2CCC(O)(c3cccc(C)c3)CC2)nc2ccccc21 | -12 | -2 | -7 | -19 | -2 | -16 | -5 | -24
37 | COCc1c(C(=O)N2CC[C@H]3NC(=O)c4ccccc4OCCCCC[C@H]3C2)noc1C | -1 | -1 | -3 | -6 | -3 | -2 | -5 | -15
38 | CCOC(=O)Nc1nc2c(s1)CN(C(=O)c1ccccc1Cl)CC2 | -20 | 1 | 0 | 8 | -4 | 6 | 4 | 16
39 | CCC(C(=O)NCCc1cn2cccc(C)c2n1)c1ccccc1 (stereo not given) | 0 | -2 | 1 | -9 | 3 | -6 | -7 | -3
40 | CCOC(=O)N1CCN(c2ncc3c(=O)n(C4CCCC4)c(=O)[nH]c3n2)CC1 | 2 | -3 | -3 | -5 | 1 | -13 | 2 | -19
41 | Cc1cc(N2C(=O)c3oc4ccc(Cl)cc4c(=O)c3C2c2cccc(OCc3ccccc3)c2)no1 (stereo not given) | 19 | 4 | 7 | 13 | 1 | 7 | 11 | 30
42 | CC(C)Cc1cc(C(=O)N2CCN(C)CC(C(N)=O)C2)on1 (stereo not given) | 5 | 1 | 5 | 11 | 0 | 9 | 5 | 17
43 | O=C(NCc1ccc(N2CCOCC2)nc1)c1ccccc1Cl | -6 | -1 | 0 | -11 | -1 | -6 | 1 | -4
44 | COC(=O)C(Cc1ccccc1)NC(=O)CCc1c[nH]c2ccccc12 (stereo not given) | -2 | -2 | -5 | -24 | 0 | -16 | -2 | -28
45 | Nc1c(-c2ccncc2)nsc1C(=O)N1CCc2ccccc2C1 | -80 | 2 | -8 | -16 | 1 | 9 | -2 | -8
46 | Cc1ccc(C2c3c(oc4ccccc4c3=O)C(=O)N2c2nc3ccc(F)cc3s2)o1 (stereo not given) | 11 | 0 | 2 | 27 | 3 | 0 | 3 | 15
47 | Cc1ccc(NC(=O)CCn2cnc3c2c(=O)n(C)c(=O)n3C)cc1 | -4 | -1 | -3 | -13 | 0 | -5 | -5 | 2
48 | CCc1nc2c(NC(=O)NCc3ccccc3)cccn2n1 | 9 | 3 | -1 | 5 | 0 | 12 | 13 | 0
49 | Cc1nc(C2CCCCN2C(=O)c2n[nH]c3c2CCC3)nc2c1CCC(=O)N2CC(C)C (stereo not given) | -8 | -6 | -9 | -16 | -4 | -13 | -5 | -8
50 | COc1cccc(C2c3[nH]c4ccccc4c3C[C@@H]3C(=O)N(CCCN4CCOCC4)CC(=O)N23)c1OC (stereo not given in full) | 1 | -3 | -4 | -11 | 0 | -23 | -17 | -60

(further entries)
Labels used below – A = USP8 inh; B = UCHL1 inh; C = USP7 block; D = USP17 block; E = USP10 block; F = USP28 block; G = OTUD3 block; H = USP30 block
(51) O=C(NCc1ccccn1)C1CCc2nc(N3CCCCC3)ncc2C1 (stereo not given)
  A: -28; B: 0; C: 2; D: -17; E: -5; F: -6; G: 0; H: -33

(52) CC(Nc1cccc(C(F)(F)F)c1)C(=O)Nc1ccc2c(c1)OCO2 (stereo not given)
  A: 21; B: -2; C: -3; D: -8; E: -4; F: -9; G: -14; H: -38

(53) Cc1cccc(CC(=O)Nc2cccn3nc(C)nc23)c1
  A: -2; B: -2; C: 1; D: -19; E: 2; F: -13; G: -6; H: -21

(54) Cc1ccc(C(=O)COC(=O)CCCC(=O)Nc2ccc(F)cc2)cc1[N+](=O)[O-]
  A: -103; B: 2; C: -24; D: -13; E: 7; F: 20; G: 4; H: 0

(55) CN1CCC2(Cc3ccccc3CN(C(=O)Cc3ccc(Cl)cc3)C2)C1 (stereo not given)
  A: 21; B: 3; C: 0; D: 12; E: -2; F: 7; G: 4; H: 7

(56) COc1ccc2[nH]cc(CCNC(=O)Cc3csc(-c4ccccc4)n3)c2c1
  A: 0; B: 2; C: -3; D: -6; E: 1; F: -1; G: -7; H: -11

(57) O=C1NC(=O)N2Cc3ccccc3CN(C(=O)c3ccc4ccccc4c3)CC12 (stereo not given)
  A: 5; B: 3; C: 2; D: 18; E: 2; F: 3; G: 10; H: 13

(58) Cn1c(N2CCCC(C(=O)NCc3ccc(F)cc3)C2)cc(=O)n(C)c1=O (stereo not given)
  A: 8; B: -1; C: -5; D: -3; E: -2; F: -13; G: -9; H: -14

(59) CC(C)CCC(=O)N1CCN(c2nc3c(s2)CN(C)CC3)CC1
  A: -22; B: -4; C: -6; D: -17; E: -4; F: -27; G: -23; H: -92

(60) Cc1cc(C)n(-c2nc3c(c(=O)n2CC(=O)N(C)c2ccccc2)CCCC3)n1
  A: -10; B: -2; C: -4; D: -2; E: 1; F: -9; G: -3; H: -3

Among those listed so far, three contain a CF3 group:
Labels used below – A = USP8 inh; B = UCHL1 inh; C = USP7 block; D = USP17 block; E = USP10 block; F = USP28 block; G = OTUD3 block; H = USP30 block
(17) Cc1ccc(-c2nc(NC(=O)c3ccc(C(F)(F)F)cc3)sc2C)cc1Cl
  A: 5; B: -4; C: 1; D: -10; E: 4; F: /; G: -4; H: /

(18) Cc1cccc2nc(C(F)(F)F)cc(=O)n12
  A: 0; B: -2; C: 0; D: -4; E: 1; F: -8; G: -11; H: 3

(52) CC(Nc1cccc(C(F)(F)F)c1)C(=O)Nc1ccc2c(c1)OCO2 (stereo not given)
  A: 21; B: -2; C: -3; D: -8; E: -4; F: -9; G: -14; H: -38

Single records, from the list above. Order of values: USP8 inh | UCHL1 inh | USP7 block | USP17 block | USP10 block | USP28 block | OTUD3 block | USP30 block
Cn1c(N2CCCC(C(=O)NCc3ccc(F)cc3)C2)cc(=O)n(C)c1=O (stereo not given) is entered as 8 | -1 | -5 | -3 | -2 | -13 | -9 | -14
O=C1NC(=O)N2Cc3ccccc3CN(C(=O)c3ccc4ccccc4c3)CC12 (stereo not given) is entered as 5 | 3 | 2 | 18 | 2 | 3 | 10 | 13
CN1CCC2(Cc3ccccc3CN(C(=O)Cc3ccc(Cl)cc3)C2)C1 (stereo not given) is entered as 21 | 3 | 0 | 12 | -2 | 7 | 4 | 7
CC(C)CCC(=O)N1CCN(c2nc3c(s2)CN(C)CC3)CC1 is entered as -22 | -4 | -6 | -17 | -4 | -27 | -23 | -92

Next part:
Labels used below – A = USP8 inh; B = UCHL1 inh; C = USP7 block; D = USP17 block; E = USP10 block; F = USP28 block; G = OTUD3 block; H = USP30 block
(61) O=C(c1cnn2cccnc12)N1CCC(c2ccn3nccc3n2)CC1
  A: 4; B: 4; C: 9; D: 18; E: 7; F: 15; G: 14; H: 33*

(62) CC(C)c1ccc(N(CC(=O)NC2CCCC2)C(=O)CCCC(=O)Nc2ccccn2)cc1
  A: 0; B: -3; C: -13; D: -11; E: -1; F: -1; G: -5; H: 0

(63) O=C(COC(=O)c1ccc(N2CCCC2=O)cc1)NC1CCCc2ccccc21 (stereo not given)
  A: -6; B: 0; C: -2; D: 23; E: -2; F: -5; G: -1; H: -6

(64) COc1ccc2[nH]c3c(=O)n(CCN4CCNCC4)cnc3c2c1
  A: 0; B: -6; C: -1; D: -3; E: 2; F: -3; G: -6; H: -4
